GLP-1R agonist: agonists of human GLP-1 receptor. P43220. HEK293 GLP-1R CRE-luciferase, luminescence, 4-6 h; cells express a hypersensitive GLP-1R form. Potency, µM (highest dose often 45.6 µM), without a hit: at the highest dose activation, actives largely listed as activators. 380,000 tested, 0.007% active; further: % of control where 0% means no effect
Target sequence (P43220 whole entry, looked up): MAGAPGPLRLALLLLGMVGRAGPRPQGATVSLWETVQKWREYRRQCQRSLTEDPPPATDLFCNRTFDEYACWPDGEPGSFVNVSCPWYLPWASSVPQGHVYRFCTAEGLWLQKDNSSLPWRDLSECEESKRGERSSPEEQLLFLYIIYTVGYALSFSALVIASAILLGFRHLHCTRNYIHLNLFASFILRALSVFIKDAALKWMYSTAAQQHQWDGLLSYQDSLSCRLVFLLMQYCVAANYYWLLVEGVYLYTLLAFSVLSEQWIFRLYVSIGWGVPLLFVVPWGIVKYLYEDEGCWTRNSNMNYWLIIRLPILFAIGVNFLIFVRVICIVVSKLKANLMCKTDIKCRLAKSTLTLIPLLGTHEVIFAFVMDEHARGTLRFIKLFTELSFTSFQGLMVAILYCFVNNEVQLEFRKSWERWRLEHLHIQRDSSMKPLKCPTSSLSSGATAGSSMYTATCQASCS
SW480 rerep: inducers of DNA re-replication in SW480 colon cancer cells. SW480 DNA re-replication, Hoechst DNA content imaging, 48 h. Potency, µM (top dose mostly 46.1 µM), inactives show at the top dose re-replication activation, actives largely listed as activators. 340,000 tested, 1.8% active; further: % of control where 0% means no effect; nearly all actives have a fitted effect of over 55% in size
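Quantitative HTS format with DMSO vehicle controls; 48 hr drug incubation at 37 C, then 40 min Hoechst staining and scanning imager measurement at 405 nm excitation.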
* marks the source's active call; other numbers are inactive results; u = inconclusive; x = not tested or not shown; & = joins results of further samples; [ ] = dose if it differs, or a comment. The call rests on the fitted dose curve; in most records, active means well fitted activation curve with a large enough effect; inconclusive means small, poorly fitted or top-dose-only effect; inactive means no such curve, though single readings can be large or run the other way. Potency means the concentration at half of the fitted maximal effect.

SMILES	GLP-1R agonist	SW480 rerep
CCC(=O)NCCNc1ccc([N+](=O)[O-])cn1	x	7%
CC1CCC(C(C)C)C(OP(=O)(c2ccc(N(C)C)cc2)C(O)c2cccnc2)C1 (centres undefined)	x	u
CC1C/C(=C/c2ccco2)C(=O)/C(=C/c2ccco2)C1 (centres undefined)	x	u
COC(=O)[C@H](Cc1ccccc1)NC(=O)O[C@@H]1C(=O)c2cc(Br)ccc2O[C@H]1c1cccc(OC)c1	x	3%
COC(=O)C/C=C/[C@@H](C)[C@@H](/C=N/OC[C@H]1O[C@H](c2ccccc2)C=C[C@@H]1Oc1ccc(OC)cc1)NS(=O)(=O)c1ccc(C)cc1	x	23%
C#CCOCCOCCOCCNc1nc(N2CCN(C(=O)[C@H](Cc3ccc(O)cc3)n3cc(CCO)nn3)CC2)nc(N2CCN(C(=O)[C@H](Cc3ccc(O)cc3)n3cc(CCO)nn3)CC2)n1	x	-4%
CC(C)n1c(-c2ccccc2)nc(=S)c2c1CCCC2	x	u
COC(=O)C1=C(C)N(Cc2ccco2)C(=O)N[C@H]1c1ccccc1	x	1%
NC(=O)[C@@H]1CCNc2c(I)cc([N+](=O)[O-])cc2C(=O)N[C@@H](CO)C(=O)N[C@@H](Cc2ccc(O)cc2)C(=O)N1	x	2%
CC(C)OCCCNc1nc2c(-c3ccccc3)nnn2c2ccccc12	x	-2%
Cn1c(C(C)(O)C(O)c2ccccc2)nc2ccccc21 (centres undefined)	x	10%
C[C@]12CC[C@@H]3c4ccc(O)cc4[C@@H](O)C[C@H]3[C@@H]1CC[C@@H]2O	x	-12%
CN(C)c1ccc(/C=c2/sc3n(c2=O)NC2(c4ccccc4)N(C)C(=O)N(C)C2(c2ccccc2)N=3)cc1 (centres undefined)	x	-432%[inhibitor]
CC(C)CNC(=O)CC(NCC(C)C)C(=O)O (centres undefined)	x	0%
O=C(/C=C/c1ccc2c(c1)OCO2)Nc1nc(-c2ccc(F)cc2F)cs1	x	0%
Clc1ccc(Cn2ncc3c(NCc4ccccc4)ncnc32)c(Cl)c1	x	0%
CCCCCCN(C(=O)CCCCCN1C(=O)NC(c2ccc(-c3ccccc3)cc2)C(C(=O)OCc2ccccc2)=C1C)C(C)C(=O)NCCCC (centres undefined)	x	13%
Cc1ccc(NC(=O)CCNS(=O)(=O)c2cc(Br)cnc2N)c(Cl)c1	x	2%
Clc1cccc(CN2COc3c(cc(Cl)c4cccnc34)C2)c1	x	u
C[C@H]1CC[C@H]2C(=O)N3[C@H](c4ccccc4Br)[C@@H](C)CC[C@H]3C(=O)N2[C@@H]1c1ccccc1Br	x	u
CC(C)[C@@H]1NC(=O)c2cc([N+](=O)[O-])cc(F)c2NCCC[C@@H](C(N)=O)NC(=O)[C@H](CO)NC1=O	x	4%
CCN(C(=O)c1ccc2c(Cl)c3c(nc2c1)CCC3)c1cccc(C)c1	x	u
O=C(O)c1cccc(-c2noc(-c3ccccc3F)n2)c1	x	-6%
C[C@H]1CC[C@H]2C(=O)N3[C@H](c4cccc(N5CCCC5=O)c4)[C@@H](C)CC[C@H]3C(=O)N2[C@@H]1c1cccc(N2CCCC2=O)c1	x	3%
CCCCCC#CCC#CCC#CCC#CCCCC(=O)O	x	-12%
Cc1ccc(C)c(CSc2nc3ccncc3n2CC(=O)Nc2ccc(C)c(C)c2)c1	x	14%
COc1ccc(NC(=O)N(Cc2cccs2)Cc2cc3cc4c(cc3[nH]c2=O)OCO4)cc1	x	-2%
COc1ccc(O[C@H]2C=C[C@@H](c3ccccc3)O[C@@H]2COC(=O)CC/C(C)=N/OC[C@@H](O)[C@H]2O[C@@H]3OC(C)(C)O[C@@H]3[C@H]2O)cc1	x	7%
CCOc1ccc2nc(C)cc(Nc3ccc(N4CCOCC4)cc3)c2c1	x	u
O=C(Oc1ccc2cc(Br)ccc2c1)N1CCCCCC1	x	0%
Cc1cc(Cl)c(OCCCCNC(C)(C)C)c(Br)c1	x	13%
Cn1c(=O)c(C(=O)COC(=O)c2cc(-c3ccco3)nc3ccccc23)c(N)n(Cc2ccccc2)c1=O	x	u
Cc1c2c(n3c(nc4ccccc43)c1C#N)N(c1ccccc1)CC2	x	10%
O=C(C1=C[C@@H]2[C@H]3C(=O)N(c4ccccc4Cl)C(=O)[C@H]3[C@@H](C(=O)c3ccc(Cl)cc3)N2C=C1)c1ccccc1	x	13%
CCOCCCNC(=O)Cc1ccc(F)cc1	x	-698%[inhibitor]
O=C(N/N=C/c1ccccc1O)c1cc(=O)[nH]c2ccccc12	x	u
COC(=O)[C@@]1(Cc2ccc(F)cc2)[C@H]2c3cc(C(=O)N4CCCC4)n(CCc4c[nH]c5ccc(OC)cc45)c3C[C@H]2CN1C(=O)c1ccccc1	x	1%
NC(C(=O)O)C1CC(Cl)=NO1 (centres undefined)	x	-9%
COC(=O)[C@@]1(Cc2ccccc2)[C@H]2c3cc(C(=O)N4CCCC4)n(CCSCCO)c3C[C@H]2CN1C(=O)c1ccccc1	x	19%
CC1(C)S[C@@H]2[C@H](NC(=O)[C@H](NC(=O)N3CCN(S(C)(=O)=O)C3=O)c3ccccc3)C(=O)N2[C@H]1C(=O)O	0%	-1%
CCNC(=O)[C@@H]1CCCN1C(=O)[C@H](CCCN=C(N)N)NC(=O)[C@H](CC(C)C)NC(=O)[C@@H](Cc1c[nH]c2ccccc12)NC(=O)[C@H](Cc1ccc(O)cc1)NC(=O)[C@H](CO)NC(=O)[C@H](Cc1c[nH]c2ccccc12)NC(=O)[C@H](Cc1cnc[nH]1)NC(=O)[C@@H]1CCC(=O)N1	-6%	u
CC(C)(C)C(=O)Oc1ccc(S(=O)(=O)Nc2ccccc2C(=O)NCC(=O)O)cc1	-1%	-3%
COc1cc2c3cc1Oc1cc(ccc1O)C[C@@H]1c4c(cc(OC)c(O)c4Oc4ccc(cc4)C[C@@H]3N(C)CC2)CC[N+]1(C)C	-4%	1%
Nc1cccc2c1CN(C1CCC(=O)NC1=O)C2=O (centres undefined)	0%	-1%
C[C@]12CC[C@@H]3c4ccc(O)cc4CC[C@H]3[C@@H]1CCC2OC(=O)CCC1CCCC1 (some centres undefined)	0%	u
CC(=O)OCC(=O)[C@@]1(O)CCC2C3C[C@H](C)C4=CC(=O)C=CC4(C)C3C(O)CC21C (some centres undefined)	-2%	-1%
CCCCN=C(N)N=C(N)N	0%	4%
Nc1ncnc2c1ncn2CCOCP(=O)(O)O	-2%	-1%

Sorted by length of the SMILES (lowest first): 4 of the compounds above
SMILES	GLP-1R agonist	SW480 rerep
CCCCN=C(N)N=C(N)N	0%	4%
C[C@]12CC[C@@H]3c4ccc(O)cc4CC[C@H]3[C@@H]1CCC2OC(=O)CCC1CCCC1 (some centres undefined)	0%	u
CC1(C)S[C@@H]2[C@H](NC(=O)[C@H](NC(=O)N3CCN(S(C)(=O)=O)C3=O)c3ccccc3)C(=O)N2[C@H]1C(=O)O	0%	-1%
COC(=O)[C@@]1(Cc2ccc(F)cc2)[C@H]2c3cc(C(=O)N4CCCC4)n(CCc4c[nH]c5ccc(OC)cc45)c3C[C@H]2CN1C(=O)c1ccccc1	x	1%

The listing continues.
SMILES	GLP-1R agonist	SW480 rerep
CCCCc1ncc(/C=C(\Cc2cccs2)C(=O)O)n1Cc1ccc(C(=O)O)cc1	-1%	-1%
C[C@@H]1C(=O)NC2=Nc3cccc(Cl)c3CN21	0%	-21%
OCCOC[C@H]1O[C@H](OCCO)[C@H](OCCO)[C@@H](OCCO)[C@@H]1OCCO (tested in a mixture with another compound)	-3%	-4%
CCN1CCN(C(=O)NC(C(=O)NC2C(=O)N3C(C(=O)O)=C(CSc4nnnn4C)CSC23)c2ccc(O)cc2)C(=O)C1=O (centres undefined)	-3%	-7%
C[C@@H]1O[C@H](O[C@@H]2\C=C/C=C\C=C/C=C\C[C@H](C)OC(=O)/C=C\[C@H]3O[C@@H]3C[C@H](O)C[C@]3(O)C[C@@H](O)[C@@H](C(=O)O)[C@H](C2)O3)[C@@H](O)[C@H](N)[C@@H]1O (stereo in doubt)	13%	-9%
Cc1cc(OI)c(C(C)C)cc1-c1cc(C(C)C)c(OI)cc1C	-1%	-7%
CN(C)CC[C@@](O)(c1ccccc1)c1ccccc1Cl	17%	-3%
Cc1cccc(C)c1NC(=O)NC1=CCCN1C	4%	-1%
c1ccc2c(c1)OCC(CN1CCCCC1)O2 (centres undefined)	20%	-1%
CC1(COc2ccc(CC3SC(=O)NC3=O)cc2)CCCCC1 (centres undefined)	-3%	12%
OCCN1CCN(CCCN2c3ccccc3C=Cc3ccccc32)CC1	-1%&8%	u
COc1ccc(C(=O)c2ccc(C)cc2)c(O)c1	3%	-5%
CCOC(=O)[C@H](CCc1ccccc1)N[C@@H](C)C(=O)N1[C@H](C(=O)O)C[C@H]2CCCC[C@@H]21	-2%&-2%	-6%
CC(C)NCC(O)COc1cccc2[nH]ccc12 (centres undefined)	5%	-5%
O=S(=O)(O)CCCS(=O)(=O)O	-1%	0%
Nc1nc2c(ncn2CCC(CO)CO)c(=O)[nH]1	12%	-5%
Cc1ncc(COP(=O)(O)O)c(CN)c1O	-5%	-3%
CS(=O)(=O)c1ccc([C@H](O)[C@H](CF)NC(=O)C(Cl)Cl)cc1	-4%[19.8 µM]	-8%[20.6 µM]
O=C(O)c1ccccc1-c1ccc(C(F)(F)F)cc1	-1%	-16%
CC(C)(C)[C@]1(O)CCN2CC3c4ccccc4CCc4cccc(c43)[C@@H]2C1 (some centres undefined)	0%	15%
COc1cc([C@H]2c3cc4c(cc3[C@@H](O[C@H]3O[C@H]5CO[C@@H](C)O[C@H]5[C@@H](O)[C@@H]3O)[C@@H]3COC(=O)[C@H]23)OCO4)cc(OC)c1O	0%	1.5µM*
CN=C(N)NCCCC(N)C(=O)O (centres undefined)	-7%	1%
CCCCCC[C@@H](O)C/C=C\CCCCCCCC(=O)O	6%	0%
CC1(C)S[C@@H]2[C@H](NC(=O)[C@H](C(=O)O)c3ccsc3)C(=O)N2[C@H]1C(=O)O	-8%	-1%&-2%
Oc1ccccc1C=NCc1ccccc1	-6%	-3%
CNCC(=O)NC(CCCN=C(N)N)C(=O)NC(C(=O)NC(Cc1ccc(O)cc1)C(=O)NC(C(=O)NC(Cc1cnc[nH]1)C(=O)N1CCCC1C(=O)NC(C)C(=O)O)C(C)C)C(C)C (centres undefined)	3%	-8%
Cc1ncc(CO)c(C=O)c1O	1%	-7%
O=C(O)Cc1csc(-c2ccc(Cl)cc2)n1	5%	0%
CC1(C)OC[C@@H]2O[C@@]3(C(=O)O)OC(C)(C)O[C@@H]3[C@@H]2O1	2%	-1%
O=C(CCCN1CCN2CCCC2C1)c1ccc(F)cc1 (centres undefined)	7%	2%
CO[C@H](C(=O)[C@@H](O)[C@@H](C)O)C1Cc2cc3cc(O[C@H]4C[C@@H](O[C@H]5C[C@@H](O)[C@H](O)[C@@H](C)O5)[C@@H](O)[C@@H](C)O4)c(C)c(O)c3c(O)c2C(=O)[C@H]1O[C@H]1C[C@@H](O[C@H]2C[C@@H](O[C@H]3C[C@](C)(O)[C@H](O)[C@@H](C)O3)[C@H](O)[C@@H](C)O2)[C@H](O)[C@@H](C)O1 (some centres undefined)	-1%&-2%	u
O=C1[O][Bi][O]c2ccccc21	-5%	-4%
N[C@@H]1C(O)OC(CO)C(O)C1O (some centres undefined)	-7%	1%
COc1ccc2c(c1)OC(C)(C)C(c1ccccc1)C2c1ccc(OCCN2CCCC2)cc1 (centres undefined)	-8%	u
CC(=O)NC1[C@H]([C@H](O)[C@H](O)CO)OC(C(=O)O)=C[C@H]1N=C(N)N (some centres undefined)	7%	4%
OB(O)O	7%	1%
CC(C)=O	7%	3%
C[N+]1(CCCCC[N+]2(C)CCCC2)CCCC1	1%	1%
CN1CCN(C2=Nc3cc(F)ccc3Cc3ccccc32)CC1	0%	0%
CCCCOCCOCCOCc1cc2c(cc1CCC)OCO2	0%	-1%
N#Cc1ccc2c(c1)N(CCCN1CCC(O)CC1)c1ccccc1S2	15%	7%
COc1ccccc1N1CCN(CCCCNC(=O)c2ccc(-c3ccc(C(C)=O)cc3)cc2)CC1	-4%	1%
CC(=O)C[C@H](c1ccc([N+](=O)[O-])cc1)c1c(O)c2ccccc2oc1=O	4%[19.8 µM]	-5%[20.6 µM]
CN(C)C(=O)CCSC(SCCC(=O)O)c1cccc(/C=C/c2ccc3ccc(Cl)cc3n2)c1 (centres undefined)	29%	-9%
C=CC1=C(C(=O)O)N2C(=O)[C@@H](NC(=O)/C(=N\OCC(=O)O)c3csc(N)n3)[C@@H]2SC1	14%[19.8 µM]	5%[20.6 µM]
N=C(N)c1ccc2cc(OC(=O)c3ccc(N=C(N)N)cc3)ccc2c1	-4%	-10%
Cc1cc(CC(=O)O)c(C)n1-c1ccc(Cl)cc1	8%	4%
CC(C)[C@@H](N)C(=O)O	0%	3%

4 entries from above, with each value named:
> C=CC1=C(C(=O)O)N2C(=O)[C@@H](NC(=O)/C(=N\OCC(=O)O)c3csc(N)n3)[C@@H]2SC1
  GLP-1R agonist: 14%[19.8 µM]; SW480 rerep: 5%[20.6 µM]
> COc1ccccc1N1CCN(CCCCNC(=O)c2ccc(-c3ccc(C(C)=O)cc3)cc2)CC1
  GLP-1R agonist: -4%; SW480 rerep: 1%
> C[N+]1(CCCCC[N+]2(C)CCCC2)CCCC1
  GLP-1R agonist: 1%; SW480 rerep: 1%
> CN(C)C(=O)CCSC(SCCC(=O)O)c1cccc(/C=C/c2ccc3ccc(Cl)cc3n2)c1 (centres undefined)
  GLP-1R agonist: 29%; SW480 rerep: -9%

Bioassay records deposited in PubChem BioAssay by National Center for Advancing Translational Sciences (NCATS).

These rows are one share of the data, so the mix of outcomes need not match the whole.
